Compound activity (PubChem BioAssay)
TNAP activation fold = stimulation of alkaline phosphatase TNAP activity – biochemical, luminescent, no phosphate acceptor, uHTS, primary screen (AID 1001). purified TNAP, luminescent activation assay, no phosphate acceptor; higher activation fold means a stronger effect. activation fold at 20 µM, or EC50 in µM where a hit was titrated. actives 0.03% (n = 200,000); in the data active = activation fold from about 3, or a potency from the dose series; inactive = the rest, 99 in 100 with activation fold below about 1.6; also: many of its hits are not listed in these tables
UTI89 phage lysis = protection from phage-mediated lysis, alamar blue read-out – E. coli UTI89, K1F phage, bacterial capsule biogenesis inhibitors (AID 488966). E. coli UTI89 K1F phage lysis, alamar blue, 2 h; higher % means a stronger effect. actives 0.02% (n = 340,000). inhibition, % at 100 µM; hits with a dose series show IC50 in µM;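 active = phage lysis inhibition, versus mean bacterial control, above a set limit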;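 also: capsule biogenesis inhibitors block K1F phage lysis so surviving cells raise fluorescence; higher fluorescence means more inhibition of phage lysis; actives were called in the ten point dose series up to 300 µM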
NTR1 agonist = agonists of NTR1, primary screen, imaging, U2OS cells, beta-arrestin-GFP, high content (AID 493036); P30989; NTR1-U2OS beta-arrestin-GFP spot imaging, agonist mode; activation, % at 20 µM; actives 0.17% (n = 330,000);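 active = activation at or above 40% of the spot to cytoplasm intensity ratio, with at least 20 cells analyzed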;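 also: 0% = DMSO without peptide and 100% = 100 nM NTR1 peptide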
Target sequence (P30989 whole entry, looked up): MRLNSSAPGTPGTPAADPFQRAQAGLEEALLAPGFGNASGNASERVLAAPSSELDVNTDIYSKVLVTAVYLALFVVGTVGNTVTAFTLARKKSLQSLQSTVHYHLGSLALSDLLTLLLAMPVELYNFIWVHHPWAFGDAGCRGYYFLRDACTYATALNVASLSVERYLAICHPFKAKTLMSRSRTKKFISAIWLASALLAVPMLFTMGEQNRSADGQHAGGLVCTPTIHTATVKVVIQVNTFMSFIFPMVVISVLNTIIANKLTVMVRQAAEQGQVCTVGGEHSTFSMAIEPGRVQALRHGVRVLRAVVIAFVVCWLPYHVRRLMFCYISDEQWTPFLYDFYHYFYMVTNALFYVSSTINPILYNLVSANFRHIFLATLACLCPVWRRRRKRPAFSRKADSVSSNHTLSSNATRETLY
SV40 large T antigen = SV40 large T antigen inhibitors, biochemical (AID 1903); actives 0.39% (n = 310,000); inhibition, % at 20 µM, or IC50 in µM where a hit was titrated; SV40 large T antigen ATPase/helicase inhibition assay; higher % means a stronger effect; in the data active = a potency from the dose series; also: strong numbers were not always called active
RSV antiviral HEp-2 = RSV antiviral activity via CPE protection, HEp-2 cells, primary 10 µM value included (AID 2391). HEp-2 cells, RSV-induced CPE inhibition; higher % means a stronger effect. CPE inhibition, % at 10 µM; hits with a dose series show IC50 in µM. actives 0.13% (n = 310,000); in the data active = a potency from the dose series; also: strong numbers were not always called active
Rac1 GTP hydrolysis = MgcRacGAP GTPase-activating activity inhibitors, confirmation, biochemical, ADP Hunter fluorescence | MgcRacGAP-stimulated Rac1 GTP hydrolysis, ADP Hunter fluorescence; higher % means a stronger effect; GST-tagged Rac1 F28L mutant substrate | inhibition, % at 30 µM, or IC50 in µM where a hit was titrated | actives 0.6% (n = 340,000) | AID 624330;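 active = first-screen hits whose inhibition reached a set limit at any dose in the follow-up dose series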;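 also: fluorescence reports GDP produced by GAP-driven GTP hydrolysis; strong numbers were not always called active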
T cell HTS = modulates CD8 T cell binding to vesicles | 2C CD8+ T cell-vesicle binding, flow cytometry; stronger effect = lower value | calls only at 7 µM | actives 0.068% (n = 330,000) | AID 2052;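 active = response, share of CD8 T cells binding vesicles, and their 90th percentile fluorescence all below set limits, cut at about 80% in these data, passing the limit was not always enough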
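material = purified 2C TCR transgenic mouse naive CD8+ T cells | controls = Unloaded micro-vesicles (low), QL9 vesicles with 0.7% DMSO (high) | detection = cytometric PE anti-B7-1 and Alexa647 anti-CD8 signals after 1% paraformaldehyde fixation | incubation = binding step 1.5 h, 37 °C, antibody labelling 20 min, ice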
Myeloid diff MLP = promotes myeloid progenitor differentiation | ER-HoxA9 myeloid progenitors, lysozyme-GFP differentiation, flow cytometry | calls only at 10 µM | actives 1% (n = 360,000) | AID 624256;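 active = normalized GFP-positive differentiation at or above the plate's own cutoff, the solvent-only control mean plus 3 SD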;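 also: cells exposed to compound for four days before flow analysis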
Salmonella PhoP GFP = inhibitors of PhoP regulon expression, primary screen, Salmonella Typhimurium, GFP reporter (AID 1863) | S. Typhimurium PhoP-regulated promoter GFP reporter, 4 h; higher % means a stronger effect | inhibition, % at 50 µM; hits with a dose series show IC50 in µM | actives 0.16% (n = 300,000);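 active = inhibition over 29.93%, a cutoff 3 SD above the screen mean, later confirmed by dose response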;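 also: 0% = low Mg2+ inducing control and 100% = high Mg2+ repressing control; strong numbers were not always called active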
T cell HTS vesicle-bound % = recorded beside T cell HTS, whose call it bears; double positive events, %; measured here: CD8+ vesicle-bound cell fraction;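 binding gate set so that unloaded-vesicle control wells show 10% double positive cells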
NTR1 agonist cell count 20 µM = further read-out of NTR1 agonist, marked with its call; cell count; measured here: cell count, cytotoxicity flag
Myeloid diff MLP GFP+ MAC1+ % = also measured in Myeloid diff MLP; calls as there; GFP+ MAC1+ double positive, %; measured here: differentiation confirmed by MAC1 staining
* hit, by the source's call; i = inactive; . = not tested or not shown; [ ] = another dose, or the depositor's remark.

Values run as follows: TNAP activation fold	UTI89 phage lysis	NTR1 agonist	NTR1 agonist cell count 20 µM	SV40 large T antigen	RSV antiviral HEp-2	Rac1 GTP hydrolysis	T cell HTS	T cell HTS vesicle-bound %	Myeloid diff MLP	Myeloid diff MLP GFP+ MAC1+ %	Salmonella PhoP GFP
C=CCC1(CC=C)CCCN1C(=O)c1cc(COc2cccc(OC)c2)on1
  .	0.2%	1.2	59	-14%	9.2%	5%	i	41	i	3.3	10%
Cn1c(N)c(C(=O)COC(=O)Cc2ccc(F)cc2)c(=O)n(C)c1=O
  .	2.0%[50 µM]	1.7	75	.	.	7%	.	.	i	1.2	.
CC(Sc1nncn1C)C(=O)NCc1ccc2c(c1)OCO2 (stereo not given)
  1.1	0.5%	1.0	62	-12%	-0.1%	5%	i	34	i	0.7	11%
O=C(Cn1c(COc2ccccc2)nc2ccccc21)Nc1cc(Cl)ccc1Cl
  1.3	4.0%	1.3	68	16%	2.6%	5%	i	50	i	0.1	-9%
CN(Cc1ccccc1)C(NC(=O)c1ccccc1)C(Cl)(Cl)Cl (stereo not given)
  1.1	2.2%	2.4	75	0%	-0.8%	-9%	.	.	i	4.9	1%
COc1ccc(OC)c(-n2c(=S)[nH]c3cc(C(=O)N4CCC(C(N)=O)CC4)ccc3c2=O)c1
  1	-0.1%	-2.1	88	3%	1.2%	6%	i	8	i	1.3	-7%
CCCC(=O)Nc1ccc(S(=O)(=O)Nc2cc(OC)ncn2)cc1
  .	0.2%[50 µM]	0.3	62	.	.	-3%	.	.	i	6.0	.
Cc1nnc(NC(=O)c2cccc(S(=O)(=O)N3CC(c4ccccc4)CC3=O)c2)s1 (stereo not given)
  1	2.0%	1.7	54	4%	1.6%	7%	i	64	i	1.1	-11%
O=C1NCCCc2c1no[n+]2[O-]
  1.1	0.0%	0.2	36	13%	3.1%	-8%	i	22	i	12	1%
COc1ccc(N(CC(=O)N/N=C(\C)c2ccc(C)cc2)S(=O)(=O)c2ccccc2)cc1
  .	0.1%	5.4	92	1%	0.3%	5%	i	32	i	0.7	-3%
COC(=O)CSc1cnc2ccccc2n1
  1.1	0.7%	2.3	40	0%	.	10%	i	44	i	0.3	2%
COc1ccc(CNC(=O)CN2C(=O)CCSc3ccc(S(=O)(=O)N4CCCC4)cc32)cc1
  .	1.0%	-0.4	81	3%	0.0%	-1%	i	8	i	1.8	1%
CCCCn1c(N)c(N(CC)C(=O)c2ccc(Cl)c([N+](=O)[O-])c2)c(=O)[nH]c1=O
  .	0.1%	2.9	52	3%	0.6%	4%	i	52	i	0.6	-8%
Cc1nn(-c2ccccc2)cc1/C=N/NC(N)=S
  .	.	1.2	62	15%	-2.7%	.	i	21	i	1.1	-11%
CC(=O)Nc1ccc(NC(=O)CSc2ncnc3sc(C)c(C)c23)cc1
  .	0.1%	-0.2	50	16%	1.6%	6%	i	7	i	0.5	0%
C=CCc1cc(C=O)cc(OCC)c1O
  1	0.3%	-0.1	94	.	0.9%	5%	i	38	i	0.2	.
CC(OC(=O)c1ccccc1Oc1ccccc1)C(=O)NC1CC1 (stereo not given)
  1	-0.5%	0.3	46	16%	2.3%	-1%	i	23	i	0.6	2%
CC(C)OCCCNC(=O)NC12CC3CC(CC(C3)C1)C2
  1.1	0.2%	0.2	22	-2%	0.6%	-8%	i	55	i	1.0	-11%
Cc1ccc(NC(=O)CN2C(=O)C3CC=CCC3C2=O)cc1S(=O)(=O)N1CCOCC1 (stereo not given)
  1	0.3%	5.0	54	-16%	1.4%	1%	i	21	i	0.2	-7%
CCC/C=N/NC(=O)c1cccc(Br)c1
  1.1	0.8%	1.5	37	9%	-0.7%	2%	i	10	i	0.8	-4%
COc1ccc(S(=O)(=O)N2CCC(C(=O)NCCOc3ccccc3F)CC2)cc1OC
  .	0.3%[50 µM]	-1.3	63	.	0.3%	3%	i	30	i	0.4	.
CC(=O)Nc1ccc(S(=O)(=O)NC(CC(=O)NC2CCCCC2C)C(C)C)cc1 (stereo not given)
  1.1	.	-0.2	64	8%	0.2%	.	i	57	.	.	-2%
CCN(CC)CCN1C(=O)c2oc3ccccc3c(=O)c2C1c1cccc(Br)c1 (stereo not given)
  1.1	0.1%	-0.6	28	14%	-0.7%	10%	i	21	i	1.2	-12%
Cn1c(=O)[nH]c(=O)c2c1nc(Br)n2CCSc1nnnn1-c1ccccc1
  1	-0.2%	0.3	41	5%	2.3%	-2%	i	8	.	.	2%
O=C(Oc1ccc(NC2=C(Cl)C(=O)c3ccccc3C2=O)cc1)c1ccc([N+](=O)[O-])cc1
  0.8	0.0%	.	.	10%	.	7%	.	.	i	0.1	13%
CCN(CCn1cccn1)C(=O)CC1C(=O)NCCN1Cc1ccc(OC)c(OC)c1 (stereo not given)
  1.1	0.1%	1.9	90	6%	1.9%	4%	i	58	i	0.2	7%
COc1ccc(OC)c(/C=C/C(=O)OCC(=O)Nc2ccc3c(c2)OCCO3)c1
  1.2	2.2%	1.6	77	13%	10%	6%	i	4	i	0.4	-16%
CCOCCCN1C(=O)C2C(C(=O)Nc3ccc(OCC)cc3)C3C=CC2(O3)C1C(=O)NC1CCCCC1 (stereo not given)
  .	-0.2%	-1.7	56	9%	1.4%	5%	i	16	i	0.3	5%
COc1ccc(OC)c(-c2cc(C(=O)NCCN3CCOCC3)no2)c1
  1.2	-0.5%	-0.1	73	14%	-0.3%	7%	i	25	i	7.9	-10%
Cc1nn(C(C)(C)C)c(OC(=O)c2cccs2)c1S(=O)(=O)c1ccccc1
  1.1	0.2%	1.2	100	2%	6.0%	6%	i	20	i	0.3	8%
C[C@@H]1CCC[C@@]2(O[C@H](CCO)C[C@H](O)[C@H]2O)O1
  .	0.3%	-2.7	75	20%	0.9%	-3%	i	21	i	2.7	8%
CCC(C(=O)OCC(=O)Nc1ccc(C(N)=O)cc1)c1ccccc1 (stereo not given)
  1.1	-0.1%	1.1	82	10%	3.2%	1%	i	31	i	0.5	-1%
CCN(CC(=O)NC(C)(C)C)Cc1nc2c(Br)cc(Br)cc2c(=O)[nH]1
  .	0.5%	4.1	60	.	0.6%	8%	i	33	i	1.1	-12%
COc1ccc(OC)c(-n2c(-c3cc(-c4ccc(F)cc4)n[nH]3)n[nH]c2=S)c1
  1.9	2.1%	-1.8	34	6%	.	10%	i	11	i	1.2	-7%
COc1nc(N)nc(NC23CC4CC(CC(C4)C2)C3)n1
  1.1	1.9%	0.3	59	2%	2.9%	0%	i	29	i	3.1	10%
COc1ccc2cc(C(=O)Nc3ccc(S(N)(=O)=O)cc3)sc(=O)c2c1OC
  1	-0.1%	-0.3	54	28%	0.2%	3%	i	49	i	0.0	-3%
COc1ccc(OCCNS(=O)(=O)Cc2ccccc2)cc1
  1.1	3.1%	-0.7	58	8%	2.6%	12%	i	9	i	0.5	-4%
O=C(c1c[nH]c2ccc(S(=O)(=O)N3CCC4(CC3)OCCO4)cc2c1=O)N1CCOCC1
  1	0.6%	.	.	5%	.	12%	.	.	i	0.6	4%
O=C(CNC(=O)c1ccc2c(c1)OCCO2)N/N=C/c1cccc(Br)c1
  1	0.1%	-0.5	86	-5%	4.1%	18%	i	54	i	0.0	3%
O=C(c1ccc(Br)cc1)c1sc(N2CCOCC2)nc1-c1ccccc1
  1.1	0.2%	8.0	65	6%	20%	12%	i	58	i	0.3	3%
COc1ccc(CCNC(=O)COC(=O)C2COc3ccccc3O2)cc1 (stereo not given)
  .	0.2%[50 µM]	2.5	47	.	1.5%	3%	i	42	i	0.7	.
O=C(Nc1ccc(OC(F)(F)F)cc1)c1cnccn1
  .	-1.3%	-1.1	55	0%	4.2%	12%	i	49	i	0.5	-2%
Cc1ccc(CNC(=O)CCCNS(=O)(=O)c2cccc3nonc23)cc1
  1.1	0.9%	-0.3	70	5%	0.6%	9%	i	51	i	0.6	0%
Cn1c(=O)c(C(=S)NC(=O)C2CC2)c(N)n(Cc2ccccc2)c1=O
  1.1	.	1.8	68	8%	15%	.	i	8	.	.	8%
COC(=O)c1cn(CC(=O)NC2CCCCCC2)c2ccccc12
  1	5.5%	-1.3	48	-3%	2.6%	3%	i	43	i	0.6	-3%
CC(C)(C)c1ccc(OCc2ccc(C(=O)N/N=C3\CC4CC=CC34)cc2)cc1 (stereo not given)
  1.1	2.6%[50 µM]	8.9	65	6%	3.4%	5%	i	8	i	0.4	-2%
Cc1nn(C(C)C(=O)NCCc2ccccc2)c(=O)c2cc3occc3n12 (stereo not given)
  .	0.2%	-0.2	58	15%	7.0%	10%	i	28	i	1.5	-10%
Cc1ccc(-n2[nH]c(C)c(C=Nc3ccc4[nH]c(=O)[nH]c4c3)c2=O)cc1
  1.3	1.7%[50 µM]	5.1	32	3%	-0.4%	13%	i	40	i	0.5	-5%
Cn1cnc([N+](=O)[O-])c1N=C(N)N
  .	0.1%	2.0	46	5%	2.0%	5%	i	28	i	0.2	-2%
CCOc1ccc(NC2CCCCC2NS(=O)(=O)c2ccccc2)cc1 (stereo not given)
  .	0.0%	0.7	74	34%	3.5%	24%	i	22	i	4.1	0%
CCc1nc(Nc2ccc(NC(C)=O)cc2)c2oc3ccccc3c2n1
  .	0.0%	9.0	78	3%	0.5%	10%	i	52	i	0.5	.
CC(C)CCNC1=CC(=O)CC(c2ccccc2)C1 (stereo not given)
  1.1	0.4%	0.3	82	28%	0.9%	5%	i	19	i	0.3	-14%

Given with bars between the fields: three of the compounds above.
Compound | TNAP activation fold | UTI89 phage lysis | NTR1 agonist | NTR1 agonist cell count 20 µM | SV40 large T antigen | RSV antiviral HEp-2 | Rac1 GTP hydrolysis | T cell HTS | T cell HTS vesicle-bound % | Myeloid diff MLP | Myeloid diff MLP GFP+ MAC1+ % | Salmonella PhoP GFP
CCCC(=O)Nc1ccc(S(=O)(=O)Nc2cc(OC)ncn2)cc1 | . | 0.2%[50 µM] | 0.3 | 62 | . | . | -3% | . | . | i | 6.0 | .
COc1ccc(OCCNS(=O)(=O)Cc2ccccc2)cc1 | 1.1 | 3.1% | -0.7 | 58 | 8% | 2.6% | 12% | i | 9 | i | 0.5 | -4%
Cc1nnc(NC(=O)c2cccc(S(=O)(=O)N3CC(c4ccccc4)CC3=O)c2)s1 (stereo not given) | 1 | 2.0% | 1.7 | 54 | 4% | 1.6% | 7% | i | 64 | i | 1.1 | -11%
